From PubChem
TRHR enhancer: qHTS for Small Molecule Agonists and Allosteric Enhancers of Human TRH Receptor: Primary Screen for Enhancers; Thyrotropin-releasing hormone receptor (Homo sapiens), P34981; TRHR cells, fluo-8 calcium fluorescence, EC20 TRH enhancement; enhancement, % at 2 µM; 0.66% of 360,000 active; AID 493056, 2011; in the data active = enhancement above about 30%; note: 0% is about no effect
Target sequence (P34981 whole entry, looked up): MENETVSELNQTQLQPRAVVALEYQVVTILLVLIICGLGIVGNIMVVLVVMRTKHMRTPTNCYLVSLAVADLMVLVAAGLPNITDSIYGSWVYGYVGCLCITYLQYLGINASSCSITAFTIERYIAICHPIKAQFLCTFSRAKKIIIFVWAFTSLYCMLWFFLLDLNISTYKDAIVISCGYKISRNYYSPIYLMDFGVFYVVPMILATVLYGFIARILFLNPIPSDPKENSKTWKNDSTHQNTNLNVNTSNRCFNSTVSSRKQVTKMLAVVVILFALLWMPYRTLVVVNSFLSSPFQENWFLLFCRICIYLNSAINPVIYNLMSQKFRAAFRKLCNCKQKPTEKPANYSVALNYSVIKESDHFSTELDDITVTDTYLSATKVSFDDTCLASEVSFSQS
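Enhancer read-out: after compound pinning and an initial kinetic agonist-mode read, an EC20 of TRH (10 nM final) was injected and fluo-8 calcium signal (Ex 480/Em 530) followed at 1 s/cycle for 100 cycles in TRHR-expressing cells.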
TRHR agonist: qHTS for Small Molecule Agonists and Allosteric Enhancers of Human TRH Receptor: Primary Screen for Agonists; TRHR cells, calcium flux fluo-8, FDSS agonist mode; AID 493084, 2011; activation, % at 2 µM; 0.18% of 360,000 active; in the data active = activation above about 30%; note: 0% is about no effect
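TRHR-expressing cells loaded with fluo-8 calcium dye; 23 nL library compound pin-transferred, kinetic FDSS fluorescence (Ex 480/Em 530) recorded about 180 s for agonist-induced calcium release, before a 10 nM TRH EC20 addition for potentiator mode.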
IDH1 R132H inh: qHTS for Inhibitors of mutant isocitrate dehydrogenase 1 (IDH1): qHTS; Potency, µM (series often up to 76.6 µM), for inactives: at the highest dose activity change, negative = inhibition, hits mostly inhibitors; AID 602179, 2012; IDH1-R132H enzyme, NADPH consumption, diaphorase/resazurin fluorescence; Isocitrate dehydrogenase [NADP] cytoplasmic (Homo sapiens), O75874; 0.093% of 390,000 active; note: potency is the fitted concentration of half-maximal effect; % is set by controls: 0 for no effect and ±100 for the full control effect; nearly all actives have a fitted effect of over 65% in size
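IDH1-R132H (0.5 ug/mL) preincubated 30 min with compound, then NADPH (0.016 mM) and alpha-KG (2 mM) added; 80 min at RT, pH 7.5. Remaining NADPH coupled via diaphorase/resazurin to fluorescence (540/590 nm); concentration-response curves normalized to no-enzyme control.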
D2 agonist: HTS Assay for Allosteric Agonists of the Human D2 Dopamine Receptor: Primary Screen for Agonists. 0.53% of 340,000 active. activation, % at 2 µM. HEK293 T-REx D2 cells, calcium flux agonist mode. AID 485358, 2010;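 active = activation over 3 SD above normal in the single-dose calcium agonist read, cut at about 30% in these data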; note: 0% is about no effect
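HEK293 Trex D2 cells, tetracycline-induced, o/n 30 C 5% CO2; no-wash Ca dye, RT 30–90 min; 10-cycle baseline, 23 nl cpd added, kinetic Ca read 180 s; agonist hits = positive Ca response.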
D2 antagonist: HTS Assay for Allosteric Antagonists of the Human D2 Dopamine Receptor: Primary Screen for Antagonists; HEK293 TREx D2 cells, calcium flux, dopamine EC80; inhibition, % at 10 µM; 2% of 340,000 active; in the data active = inhibition above about 30%; note: 0% is about no effect
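Tetracycline-induced HEK293 T-REx cells expressing D2 force-coupled to calcium signalling were dye-loaded, exposed to compound for 180 s, then challenged with an EC80 of dopamine; calcium flux was followed kinetically for a further 180 s.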
Pin1 inhibitor: qHTS Assay to Find Inhibitors of Pin1; Peptidyl-prolyl cis-trans isomerase NIMA-interacting 1 (Homo sapiens), Q13526; Pin1 FP peptide displacement, HiFluor488, 10 min; Potency, µM (top dose mostly 115 µM), without a hit: top-dose activity, negative = inhibition, hits mostly inhibitors; 0.009% of 390,000 active; AID 504891, 2011; active = well fitted inhibition curve with a large enough effect in the polarisation, with a control signal flat, not every such curve was filed as active; inconclusive = small, poorly fitted or top-dose-only effect, or effect the other way, or a change in a side signal; inactive = no such curve, though single readings can be large or run the other way; the % refers to the polarisation; note: potency is the fitted concentration of half-maximal effect; % is set by controls: 0 for no effect and ±100 for the full control effect
Target sequence (Q13526 whole entry, looked up): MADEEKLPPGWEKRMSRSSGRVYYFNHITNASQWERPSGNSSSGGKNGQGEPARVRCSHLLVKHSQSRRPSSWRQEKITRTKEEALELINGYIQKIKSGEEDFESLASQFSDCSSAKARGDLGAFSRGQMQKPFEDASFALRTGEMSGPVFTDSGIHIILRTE
TrxR1 substrate: qHTS Assay for Substrates of Mammalian Selenoprotein Thioredoxin Reductase 1 (TrxR1): qHTS. AID 588456, 2011. 0.01% of 390,000 active. purified TrxR1 substrate turnover, NADPH consumption readout. Thioredoxin reductase 1, cytoplasmic (Rattus norvegicus), O89049. Potency, µM (top dose mostly 114 µM), without a hit: top-dose activity change, negative = substrate turnover; note: potency is the fitted concentration of half-maximal effect; % is set by controls: 0 for no effect and ±100 for the full control effect; nearly all actives have a fitted effect of over 50% in size
Target sequence (O89049 whole entry, looked up): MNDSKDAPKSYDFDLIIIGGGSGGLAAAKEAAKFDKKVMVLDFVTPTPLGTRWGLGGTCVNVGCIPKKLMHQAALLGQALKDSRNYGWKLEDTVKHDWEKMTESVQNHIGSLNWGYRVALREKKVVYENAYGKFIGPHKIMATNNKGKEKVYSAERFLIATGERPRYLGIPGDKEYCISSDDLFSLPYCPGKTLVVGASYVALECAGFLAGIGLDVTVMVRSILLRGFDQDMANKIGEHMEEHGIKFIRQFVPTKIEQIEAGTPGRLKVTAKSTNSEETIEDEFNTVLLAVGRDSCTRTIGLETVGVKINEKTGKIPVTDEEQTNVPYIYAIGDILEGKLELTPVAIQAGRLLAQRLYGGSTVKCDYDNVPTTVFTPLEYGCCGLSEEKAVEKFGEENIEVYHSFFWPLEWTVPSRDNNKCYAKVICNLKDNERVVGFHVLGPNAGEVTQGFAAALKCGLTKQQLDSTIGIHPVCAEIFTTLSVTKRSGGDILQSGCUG
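Rat TrxR1, dispensed at 90 nM, was prereduced with 400 uM NADPH (final) for 5 min at ~22 deg C, then incubated with compound 15 min before 400 uM selenite. A first-read NADPH fluorescence drop versus no-compound background flagged substrates.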
USP1-UAF1 inh: Inhibitors of USP1/UAF1: Primary Screen | 0.23% of 390,000 active | Potency, µM (doses to about 57.1 µM), for inactives: at the top dose activity change, negative = inhibition, actives largely listed as inhibitors | Ubiquitin carboxyl-terminal hydrolase 1 (Homo sapiens), O94782 | AID 743255, 2014 | recombinant USP1/UAF1, Ub-Rhodamine cleavage fluorescence; note: potency is the fitted concentration of half-maximal effect; % is set by controls: 0 for no effect and ±100 for the full control effect; nearly all actives have a fitted effect of over 60% in size; inactives centre near -12
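USP1/UAF1 complex at 1 nM was preincubated with compound for 15 min at room temperature, then Ub-Rho substrate (150nM final) was added. Fluorescence (480/540 nm) was read kinetically, 6 reads every 60 seconds.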
rTrxR1 inhibitor: qHTS Assay for Inhibitors of Mammalian Selenoprotein Thioredoxin Reductase 1 (TrxR1): qHTS | AID 588453, 2011 | Potency, µM (top dose mostly 114 µM), for inactives: at the highest dose activity change, negative = inhibition, hits mostly inhibitors | 1% of 390,000 active | recombinant rTrxR1, NADPH fluorescence consumption, selenite substrate | Thioredoxin reductase 1, cytoplasmic (Rattus norvegicus), O89049; note: potency is the fitted concentration of half-maximal effect; % is set by controls: 0 for no effect and ±100 for the full control effect; nearly all actives have a fitted effect of over 65% in size
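Rat TrxR1 (90 nM in the dispensed reagent) was pre-reduced with 400 uM NADPH for 5 min at room temperature, then incubated with compound for 15 min. After 400 uM selenite was added, NADPH fluorescence (Ex 340/Em 450 nm) was followed for 8 min.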
Starred values were filed as active, the others as inactive; ? = inconclusive; . = no result given; [ ] = dose if it differs, or a comment. Unless noted, calls come from the whole dose curve; as a rule, active = well fitted inhibition curve with a large enough effect; inconclusive = small, poorly fitted or top-dose-only effect; inactive = no such curve, though single readings can be large or run the other way. The list is partial; the hit share may differ from the screen's.

| smiles | TRHR enhancer | TRHR agonist | IDH1 R132H inh | D2 agonist | D2 antagonist | Pin1 inhibitor | TrxR1 substrate | USP1-UAF1 inh | rTrxR1 inhibitor |
| --- | --- | --- | --- | --- | --- | --- | --- | --- | --- |
| COc1cccc(NC(=O)CN(C)C(=O)/C=C/c2cn(-c3ccccc3)nc2-c2cccs2)c1 | -6 | 1.4 | 4% | 0.5 | 12 | 23% | 71%[activator] | -11% | 29% |
| NC(=O)CC(NC(=O)Cc1cccc2ccccc12)c1ccc(NCCN2CCCCC2)c([N+](=O)[O-])c1 (stereo unspecified) | 0 | 0.0 | 4% | 1.4 | -16 | -7% | 15%[57.1 µM] | 11% | 37%[57.1 µM] |
| Cc1ccc2cc(CN(CC3CCCO3)C(=O)Nc3ccccc3F)c3nnnn3c2c1 (stereo unspecified) | 0 | 0.6 | 3% | 0.3 | -9 | 0% | 9% | -13% | 6%[57.1 µM] |
| N#CC1=C(N)Oc2n[nH]c(-c3cccs3)c2C1C1C=CCCC1 (stereo unspecified) | 23 | -1.1 | -13% | 0.3 | -14 | 8% | -14% | -3% | ? |
| Cc1cc(C)nc(Nc2cccc(C(F)(F)F)c2)n1 | -10 | 1.2 | 4% | 1.3 | -1 | -1% | -9% | -3% | -3% |
| COc1ccc(-n2nc3c(c2NC(=O)C2CCCC2)CS(=O)(=O)C3)cc1 | 23 | 1.4 | -1% | 0.7 | -12 | -10% | 9% | -19% | 10% |
| CC(C)Cn1c(SCC(=O)Nc2cccc(S(N)(=O)=O)c2)nc2ccccc2c1=O | -1 | -0.8 | ? | 0.0 | -1 | -2% | -6%[57.1 µM] | -3% | -22%[57.1 µM] |
| CCOC(=O)c1ccc2c(c1)nc(SCC(=O)NC(C)C)n2CC | 17 | -0.3 | 3% | -0.1 | -34 | 4% | 10% | -14% | 26% |
| C#CCOCCOCCOCCNc1nc(N2CCOCC2)nc(N2CCN(C(=O)[C@H](CCC(=O)O)n3cc(C(N)[C@H](C)CC)nn3)CC2)n1 (stereo partly specified) | -8 | 0.3 | 22% | 0.1 | -22 | -9% | 6% | -30% | ? |
| CCCn1c(C2CCCN2c2nc(-c3ccc(C)cc3)cs2)nc2ccccc21 (stereo unspecified) | 0 | -1.1 | -7% | 0.4 | 17 | 3% | 9%[57.1 µM] | -21% | 6%[57.1 µM] |
| COc1ccc(NC(=O)c2ccco2)cc1NC(=O)c1cccc(C)c1OC | 2 | -0.6 | -5% | -1.1 | . | 1% | -2% | ? | 4% |
| S=C(Nc1ccc(Cl)cc1)N1CCCC1 | 2 | -0.2 | 5% | -0.4 | -7 | 0% | -1% | -13% | 1% |
| COC(=O)C1=C(C)NC(=S)NC1c1ccc(-c2cccc(Cl)c2)o1 (stereo unspecified) | -7 | 0.9 | 1% | -0.1 | -1 | -8% | -22%[57.1 µM] | -22% | 6%[57.1 µM] |
| COc1ccccc1CNC(=O)COC(=O)c1cc([N+](=O)[O-])ccc1N1CCOCC1 | -1 | -0.4 | 2% | 0.2 | -14 | -4% | -4% | 2% | 1% |
| O=C(c1ccco1)N1CCN(c2nc(C(F)(F)F)nc3c2nnn3Cc2ccccc2)CC1 | -2 | 0.1 | 7% | 0.7 | 6 | 16% | 18% | -8% | 40%[activator] |
| O=C(c1ccc(OC2CCN(C/C=C/c3ccc(F)cc3)CC2)cc1)N1CCCCC1 | 1 | 2.8 | 6% | 1.3 | 26 | 3% | -8% | -5% | -14% |
| CC(C)NC(=O)COc1coc(CN2CCN(Cc3ccccc3)CC2)cc1=O | 2 | 1.4 | -2% | 1.6 | -4 | -11% | -2% | -12% | 12% |
| Cc1cc(Cl)ccc1NC(=O)C1CCN(S(=O)(=O)c2ccc3[nH]c(=O)ccc3c2)CC1 | -1 | 0.2 | -2% | . | . | 11% | 2%[57.1 µM] | -32% | 21%[57.1 µM] |
| COc1ccc(NC(=O)C2CC2)cc1NS(=O)(=O)c1ccc(F)cc1 | 8 | 0.6 | 4% | -0.7 | -9 | 14% | 3% | -8% | 5% |
| CN(C)CCN[C@H]1CCC2C3CC=C4C[C@@H](O)CC[C@]4(C)C3CC[C@@]21C (stereo partly specified) | . | . | 2% | . | . | -8% | 12%[57.1 µM] | -14% | 24%[57.1 µM] |
| Cc1nc(C)c(C(=O)C2=C(O)C(=O)N(CCN3CCOCC3)C2c2cccnc2)s1 (stereo unspecified) | -1 | 0.1 | 3% | -1.9 | 21 | -7% | -10% | -18% | 13%[57.1 µM] |
| Cc1ccc(NC(=O)c2ccc3c(=O)n4c(nc3c2)CCC4)cc1S(=O)(=O)N(C)C | 2 | 0.0 | 4% | 0.3 | -4 | 0% | -11% | -10% | -11% |
| CCOc1cc(S(=O)(=O)N2CCN(S(=O)(=O)CC)CC2)c(OCC)cc1-n1cnnn1 | -2 | -0.1 | 1% | 0.0 | -12 | 2% | 71%[activator] | -15% | 8% |
| Cc1cccc(N2C(=O)C3C4CC(C(Br)C4Br)C3C2=O)n1 (stereo unspecified) | 5 | 0.6 | 5% | -0.9 | 1 | -6% | 3%[57.1 µM] | 1% | 27%[57.1 µM] |
| COc1ccc(CNC(=O)CCSCc2ccccc2C)cc1 | -4 | -6.7 | 10% | -1.0 | -6 | -1% | 4%[57.1 µM] | -14% | 18%[57.1 µM] |
| O=C(CCCOc1ccccc1)Nc1ccc2c(c1)OCCO2 | -3 | -0.6 | 4% | -1.5 | 13 | 0% | -1% | -7% | 4% |
| COc1ccc(Cc2nc(C)cc(Cl)n2)cc1[N+](=O)[O-] | 24 | 0.2 | 2% | -0.1 | -6 | -3% | -10% | -27% | 7%[57.1 µM] |
| CCN1/C(=C2\OC(=S)N(C)C2=O)C=Cc2ccccc21 | 0 | 0.8 | -8% | 0.4 | 9 | ? | 10%[57.1 µM] | -7% | 13% |
| O=C(CSc1nnc(-c2ccco2)o1)NCCc1ccccc1 | 4 | 2.3 | -7% | 0.0 | -5 | 2% | 0% | -7% | -16% |
| O=C(c1cc(-c2ccc(F)cc2)nc2ccccc12)N1CCN(C2CCS(=O)(=O)C2)CC1 (stereo unspecified) | 4 | 0.1 | -4% | 1.1 | -30 | -1% | 1% | -13% | 22% |

Part of the list above, limited to USP1-UAF1 inh.
canonical_smiles	USP1-UAF1 inh
COc1ccc(CNC(=O)CCSCc2ccccc2C)cc1	-14%
O=C(CCCOc1ccccc1)Nc1ccc2c(c1)OCCO2	-7%

(continued)
| smiles | TRHR enhancer | TRHR agonist | IDH1 R132H inh | D2 agonist | D2 antagonist | Pin1 inhibitor | TrxR1 substrate | USP1-UAF1 inh | rTrxR1 inhibitor |
| --- | --- | --- | --- | --- | --- | --- | --- | --- | --- |
| COc1ccc2c(c1)sc1ncc(C(=O)NCc3cccc(Cl)c3)c(=O)n12 | -2 | 0.0 | -9% | . | . | 0% | 13% | -8% | 27% |
| CC(=O)c1cccc(Nc2nc(-c3sc(C)nc3C)cs2)c1 | -3 | 0.3 | 2% | -1.2 | -13 | 1% | 6%[57.1 µM] | -12% | 6%[57.1 µM] |
| CCOc1cc(N2CCOCC2)c(OCC)cc1NC(=O)Cc1cccc(OC)c1 | -7 | -0.3 | 5% | -0.1 | -6 | 7% | 11%[57.1 µM] | -6% | 15% |
| CC(C)CCNC(=O)CCCc1ccccc1 | -8 | -0.3 | -8% | 0.8 | 3 | 1% | 2% | -14% | 5% |
| Nc1ncc2c(n1)-c1cc(Cl)ccc1SC2 | 4 | 1.2 | 1% | . | . | 6% | -9% | 3% | 26%[57.1 µM] |
| Cc1ccccc1NC(=O)N1CCN(c2ncccn2)CC1 | 2 | 1.7 | 7% | 7.6 | -5 | -14% | -8% | -18% | -12% |
| O=C(NCc1ccccc1)c1cccc(COc2ccccc2Cl)c1 | 2 | 0.2 | 1% | -0.1 | 1 | 0% | -11% | -21% | -12% |
| CCOC(=O)Cc1ncccc1C(=O)Nc1ccc(OC(F)(F)F)cc1 | -1 | 0.2 | -7% | 0.6 | 4 | -7% | -4%[57.1 µM] | -2% | 29%[57.1 µM] |
| O=C(NC(=S)Nc1ccc(S(=O)(=O)Nc2nccs2)cc1)c1ccccc1 | 3 | -1.2 | -3% | -0.4 | -3 | -8% | -14% | -3% | 40µM* |
| COc1cc(OC)c2c(-c3ccccc3)cc(=O)oc2c1C(CCN1CCCC(C)C1)c1ccc(N(C)C)cc1 (stereo unspecified) | 11 | 0.6 | 5% | -0.1 | 11 | 2% | 4%[57.1 µM] | -29% | 21%[57.1 µM] |
| O=C(COc1ccc(S(=O)(=O)N2CCOCC2)cc1Cl)NC1CC1 | -12 | -0.7 | -2% | 0.4 | 18 | 1% | 1%[57.1 µM] | -8% | 14%[57.1 µM] |
| CCCCOC(=O)c1ccc(NC(=O)c2cnccn2)cc1 | 1 | 0.3 | 2% | 0.5 | 19 | 13% | 11%[57.1 µM] | -22% | 11%[57.1 µM] |
